AID inhibitor – Primary qHTS assay for inhibitors of Activation Induced Cytidine Deaminase (AID): AID signal; AID deamination FRET fluorescence, UDG-coupled, 4 h; Potency, µM (highest dose often 115 µM), for inactives: top-dose activity change, negative = inhibition, actives largely listed as inhibitors; AID 1347428, 2020; Single-stranded DNA cytosine deaminase (Homo sapiens), Q9GZX7; 91,000 tested, 0.32% active; further: nearly all actives have a fitted effect of over 25% in size
Target sequence (Q9GZX7 whole entry, looked up): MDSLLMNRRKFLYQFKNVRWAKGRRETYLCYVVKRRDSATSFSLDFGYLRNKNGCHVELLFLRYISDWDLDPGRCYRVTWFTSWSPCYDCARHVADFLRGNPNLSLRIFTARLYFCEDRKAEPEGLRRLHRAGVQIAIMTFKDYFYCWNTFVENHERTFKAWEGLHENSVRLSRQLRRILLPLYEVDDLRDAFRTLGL
UDG counterscr – Primary qHTS assay for inhibitors of Activation Induced Cytidine Deaminase (AID): UDG Counterscreen signal; FRET deamination/UDG coupled assay, UDG read, 4 h; Potency, µM (top dose mostly 115 µM), without a hit: at the highest dose activity change, negative = inhibition, most hits filed as inhibitors; 91,000 tested, 0.14% active; AID 1347430, 2020; further: nearly all actives have a fitted effect of over 65% in size
* marks the source's active call; other numbers are inactive results; u = inconclusive; & = joins results of further samples; [ ] = dose if it differs, or a comment. The call rests on the fitted dose curve; in most records, active means well fitted curve in the direction sought with a large enough effect; inconclusive means small, poorly fitted or top-dose-only effect, or another doubt; inactive means no such curve, though single readings can be large; an effect the other way counts as inactive or inconclusive. On the % scale 0 is the no-effect control and ±100 the full control effect; potency means the concentration at half of the fitted maximal effect.

SMILES	AID inhibitor	UDG counterscr
CCc1cccc(NC(=O)C2CCC(CNS(=O)(=O)c3ccc4c(c3)CCCC(=O)N4)CC2)c1 (stereo not drawn)	-22.9%	2.1%
Cc1ccc(-c2csc(-c3nc(-c4ccccc4)cs3)n2)c(C)c1	-14.4%	-3.9%
NC(N)=NN=C1c2ccccc2-c2ccccc21	-0.9%	-2.6%
CCC(=O)n1nc(-c2cccnc2)nc1NCc1ccc(F)cc1	11.4%	-1.2%
CC(Sc1nnc(C2CC2)o1)C(=O)c1c[nH]c2ccccc12 (stereo not drawn)	7.3%	-5.2%
CCOC(=O)CSc1nc2ccc(NC(=O)c3ccc(F)cc3)cc2s1	13.0%	-7.5%
O=C(c1ccccc1)N(Cc1cccnc1)Cc1cc2ccccc2[nH]c1=O	1.2%	2.1%
O=[N+]([O-])c1ccccc1/C=N/Nc1ccc(S(=O)(=O)Nc2ccc(Cl)cc2)cc1[N+](=O)[O-]	-0.5%	-14.1%
Cc1cc(C)c(NC(=O)COC(=O)c2ccccc2)c(Cl)c1	3.9%	-1.2%
COC(=O)c1ccc(Cn2nc(-c3ccc(C)c(C)c3)ccc2=O)cc1	-4.9%	-4.9%
CCn1c(=O)cc(OCC(=O)N(C)c2ccc(OC)cc2)c2ccccc21	-25.5%	-8.1%
Cc1ccc2c(c1)N(CCC(=O)NCc1ccccc1Cl)C(=O)CO2	-5.8%	9.5%
O=C(CSc1nccn1Cc1ccccc1)NCc1ccccc1Cl	-4.0%	-3.7%
COc1cc(Cl)c(C)cc1NC(=O)CC(c1ccc(F)cc1)N1Cc2ccccc2C1=O (stereo not drawn)	-7.3%	-4.1%[57.5 µM]
CCc1cccc2sc(N3CCN(C(=O)C4CC4)CC3)nc12	-21.9%	-1.0%
Cc1nc(-c2ccccc2)sc1CCNC(=O)C(=O)Nc1ccc2c(c1)OCO2	-7.6%	5.0%
COCCNC(=O)Cn1nc(-c2ccc(C)cc2)c2ccccc2c1=O	11.1%	-5.3%
O=C(Nc1ccc2oc(-c3ccccc3)nc2c1)c1cccnc1	7.5%	8.2%
CCOc1ccc(CCNC(=O)C(CC)n2nc(C)c3c(C)n(-c4ccccc4)nc3c2=O)cc1 (stereo not drawn)	-29.9%	-4.9%
C=CCn1c(SCc2nc3ccccc3o2)nc2ccccc2c1=O	u	-11.8%
COc1ccccc1NC(=O)c1oc2ccccc2c1NC(=O)c1ccc(S(=O)(=O)N(C)C)cc1	4.1%	-0.2%
CCN(CC)C(=O)C1=C(C)Nc2nc3ccccc3n2C1c1ccc(Cl)cc1 (stereo not drawn)	20.7%	-1.8%
Cc1oc2cc(OCC(=O)NC(C)c3cccs3)ccc2c(=O)c1Oc1ccccc1 (stereo not drawn)	-6.8%	7.4%
CCOc1ccc(Nc2oc(/C=C/c3ccc(F)cc3)nc2C#N)cc1	-16.0%	-19.2%
Cc1ccc(-n2nc3c(=O)n(CC(=O)NC(C)C)nc(C)c3c2C)cc1	10.4%	-18.5%
O=[N+]([O-])c1cc(-c2nc(-c3ccccc3)no2)ccc1NC1CCCC1	16.6%	u
O=C(c1cc2c(=O)[nH]c3ccccc3c2s1)N1CCN(c2ccc(F)cc2)CC1	4.5%	1.6%
C/C=C/C=C/C(=O)OCC(=O)c1ccc2c(c1)OCO2	13.6%	-1.2%
COC(=O)c1ccc(COc2ccc3c4c(c(=O)oc3c2)CCCC4)o1	-4.1%	6.9%
Cc1ccc(-n2ncc3c(N4CCN(C)CC4)ncnc32)cc1C	4.2%	u
CCCN1C(=O)C2(c3ccccc31)c1c(oc3ccccc3c1=O)C(=O)N2CCO (stereo not drawn)	11.9%	6.5%
CCCN1C(=O)c2[nH]nc(-c3ccccc3O)c2C1c1ccc(OC)c(OC)c1 (stereo not drawn)	-5.3%	-6.3%
COc1ccc(NC(=O)c2csnn2)cc1	22.4%	11.9%
CCCCCC1CCC(c2ccc(C(=O)O)cc2)CC1 (stereo not drawn)	u	-10.3%
COc1ccc(NC(=O)Cn2cc(S(=O)(=O)c3ccccc3)c(=O)c3cc4c(cc32)OCO4)cc1	-19.6%	2.9%
Cc1ccc(Cn2c(SCC(=O)NC(C)(C)C)nc3c(sc4ncccc43)c2=O)cc1	7.8%	-3.6%
O=C(c1ccc2c(c1)N(Cc1ccccc1)C(=O)c1ccccc1S2(=O)=O)N1CCCC1	0.5%	-11.6%
CCOC(=O)N1CCC(NC(=O)c2cnn(-c3ccc(OC)cc3)c2C2CCN(C(=O)OC(C)(C)C)CC2)CC1	-21.4%	21.7%
CCN(CCCNC(=O)c1nn(-c2ccc(OC)c(Cl)c2)c(=O)c2c1c1ccccc1n2C)c1cccc(C)c1	11.6%	-6.2%
Cc1ccccc1Cn1cc(NC(=O)c2cc(C(C)C)on2)cn1	-3.8%	3.1%
C=CCn1c(C)cc(C(=O)COc2ncnc3ccc(Br)cc23)c1C	-7.8%	-5.4%
Cc1cccc(CS(=O)(=O)Cc2ccc(C(=O)NC(C)c3ccccc3)o2)c1 (stereo not drawn)	8.1%	0.0%
Cc1ccc(NC(=O)c2cnc(SCC(=O)N3CCOCC3)n(C)c2=O)cc1	28.8%	4.4%
Cc1ccccc1OCC(=O)Nc1ccc(S(=O)(=O)N(Cc2ccccc2)c2ccccc2)cc1	-6.1%[57.5 µM]	-6.7%[57.5 µM]
CC1CCCN(C(C)C(=O)N(C)CC(=O)Nc2ccccc2C(F)(F)F)C1 (stereo not drawn)	3.1%	7.7%
COc1ccccc1NC(=O)C1=C(C)Nc2c(C(=O)Nc3ccc(F)cc3)cnn2C1c1cccc([N+](=O)[O-])c1 (stereo not drawn)	-4.2%	-10.8%
Brc1ccc(-c2nnc3sc(CN4CCCCC4)cn23)cc1	7.0%	-4.3%[57.5 µM]
CCc1c(C)nc2nc(-c3ccccc3)nn2c1NCc1ccc(C)cc1	u	-20.6%
CC(=O)c1ccc(OCc2coc(-c3cccc(Cl)c3)n2)cc1	-14.1%	-7.9%
CC1CCN(C(=O)CSc2nnc(NC(=O)Nc3ccccc3)s2)CC1	11.0%	-5.9%
(next part)
SMILES	AID inhibitor	UDG counterscr
Cc1ccc(NC(=O)CSc2ccc(-c3sc(-c4ccccc4)nc3C)nn2)cc1F	11.2%	-7.7%
CC1=C(C(=O)NCc2cccc(Br)c2)C2(CCCCC2)OC1=O	-18.2%	-11.3%
COc1cccc(C(=O)Nc2ccccc2-c2nc3ccccc3s2)c1	-8.5%	-6.0%
CC(C)OCCN1CCC(N2CCCC2)CC1	-0.9%	-8.3%
O=C(O)c1ccc(COc2ccc(F)c(Cl)c2)o1	-1.4%	-0.9%
Cc1ccc(C)c(NC(=O)Cn2c(=O)n(Cc3nc(C)no3)c(=O)c3cc4c(cc32)OCO4)c1	-1.4%&11.1%	-19.7%&9.6%
O=C(O)c1ccc(-c2ccccc2)cc1F	4.7%	-0.4%
Cc1nn2c(=O)cc(COC(=O)c3ccc(NC(=O)c4ccc(C(C)(C)C)cc4)cc3)nc2s1	15.3%	-3.8%
COc1ccc(NC(=O)Cn2nc(-c3ccncc3)ccc2=O)cc1Cl	-29.3%[57.5 µM]	-7.1%[57.5 µM]
CCN(c1ccccc1)S(=O)(=O)c1nnc(NC(=O)COc2ccccc2F)s1	-7.3%	2.8%
CCCCCCCNC(=O)Cc1cccs1	-3.5%	1.6%
Cc1ccc(OCCSc2nc3ccc(NC(=O)COc4ccc(C)cc4)cc3s2)cc1	5.9%	-25.6%
CSc1nc(N)c2ncn([C@@H]3O[C@H](COP(=O)(O)OP(=O)(O)O)C(O)[C@H]3O)c2n1 (stereo partly drawn)	4.2%	-0.1%
COCCNc1ncnc2c1c(-c1ccccc1)cn2-c1cccc(Cl)c1	u	24.7%
COC(=O)c1ccccc1NC(=O)C1=CC(c2ccc(C)cc2)=NS(=O)(=O)N1C	-4.7%	5.6%
CCN(C(=O)c1cc2c(=O)oc3ccccc3c2s1)c1ccccc1F	2.8%	-0.4%
CCN(CC)S(=O)(=O)c1ccc(C(=O)NCCSc2c(-c3ccc(C)cc3)[nH]c3ccccc23)cc1	6.1%	-1.5%
CCOC(=O)C(C(=O)OCC)C(C(=O)OCC)(C(=O)OCC)C(C(=O)OCC)C(=O)OCC	0.0%	1.5%
CC(=O)c1ccc(N2CCN(C(=O)Cn3ncc4c3-c3ccccc3OC4)CC2)cc1	-30.0%	u
CCCCCCCc1ccc(/C=C/c2ccc(OCCCC)cc2)nc1	2.8%	2.3%
O=C(Cn1c(=O)n2nc(-c3cccc(F)c3)nc2c2ccccc21)NCc1ccc(Cl)cc1	5.4%	-7.2%[57.5 µM]
COc1cccc(NC(=O)CSc2nc(=O)n(Cc3ccncc3)c3c2CCC3)c1	-14.9%	10.0%
COC(=O)c1ccc(COC(=O)c2ccccc2Cl)cc1	-6.0%	-0.2%
Cc1ccc(-c2cc(C(=O)OCC(=O)NC(=O)NC(C)C)c3ccccc3n2)o1	5.8%	3.1%
COc1cccc(-c2ccc3c(N)c(C(=O)c4ccc(Br)cc4)sc3n2)c1	4.5%	-7.7%
CCOC(=O)C1=C(COC(=O)CC(O)(c2ccccc2)C(F)(F)F)NC(=O)NC1c1cccs1 (stereo not drawn)	0.2%	-7.8%
O=C(CC1CC2CCC1C2)OCC(=O)c1ccc2c(c1)OCO2 (stereo not drawn)	17.6%	12.3%
Cc1ccc(-c2noc(-c3ccc(Br)o3)n2)s1	-6.6%	-1.3%
CCOc1cccc(NC(=O)CSc2ncc(-c3ccccc3)[nH]2)c1	-6.6%	-2.4%
COc1ccc(NC(=O)c2ccc3oc(=O)c(S(=O)(=O)c4ccc(F)cc4)cc3c2)cc1OC	27.6%	20.2%

Arranged by value in AID inhibitor (lowest first): 3 of the compounds above.
| smiles | AID inhibitor |
| --- | --- |
| COc1cccc(NC(=O)CSc2nc(=O)n(Cc3ccncc3)c3c2CCC3)c1 | -14.9% |
| O=C(Cn1c(=O)n2nc(-c3cccc(F)c3)nc2c2ccccc21)NCc1ccc(Cl)cc1 | 5.4% |
| COc1ccc(NC(=O)c2ccc3oc(=O)c(S(=O)(=O)c4ccc(F)cc4)cc3c2)cc1OC | 27.6% |

Other compounds follow.
SMILES	AID inhibitor	UDG counterscr
Cc1ccc(C)c(N2CCN(S(=O)(=O)c3cc(C(=O)Nc4cc(Cl)cc(Cl)c4)ccc3F)CC2)c1	-13.4%	-13.7%
CCc1ccc(C(=O)c2cn(Cc3ccccc3)c3cc(OC)c(OC)cc3c2=O)cc1	u	-26.5%
CC(=O)c1cccc(NS(=O)(=O)c2ccc(-c3coc(C)n3)cc2)c1	-6.3%	-8.2%
CN(CC(=O)Nc1ccccc1C(=O)NC1CC1)Cc1ccc(F)cc1	3.8%	-6.5%
Cc1ccc(Cl)cc1NC(=O)COCc1cc(-c2ccco2)on1	4.3%	11.9%
Cc1cc(NC(=O)CSc2ncc(C(=O)Nc3ccc(C)c(C)c3)c(=O)n2C)no1	2.6%	5.9%
Cc1[nH]c(=O)[nH]c(=O)c1S(=O)(=O)Nc1ccc(Cl)c(Cl)c1	-3.0%	3.9%
O=C(NC1CCCCC1)C1(c2ccccc2)CCOCC1	5.2%	-2.4%
COc1ccccc1C(=O)Nc1nnc(S(=O)(=O)N(C)c2ccc(Cl)cc2)s1	-14.1%	-0.6%

Compounds from the list above containing an aryl thioether with sulfur outside any ring (14):
SMILES	AID inhibitor	UDG counterscr
CC(Sc1nnc(C2CC2)o1)C(=O)c1c[nH]c2ccccc12 (stereo not drawn)	7.3%	-5.2%
CCOC(=O)CSc1nc2ccc(NC(=O)c3ccc(F)cc3)cc2s1	13.0%	-7.5%
O=C(CSc1nccn1Cc1ccccc1)NCc1ccccc1Cl	-4.0%	-3.7%
C=CCn1c(SCc2nc3ccccc3o2)nc2ccccc2c1=O	u	-11.8%
Cc1ccc(Cn2c(SCC(=O)NC(C)(C)C)nc3c(sc4ncccc43)c2=O)cc1	7.8%	-3.6%
Cc1ccc(NC(=O)c2cnc(SCC(=O)N3CCOCC3)n(C)c2=O)cc1	28.8%	4.4%
CC1CCN(C(=O)CSc2nnc(NC(=O)Nc3ccccc3)s2)CC1	11.0%	-5.9%
Cc1ccc(NC(=O)CSc2ccc(-c3sc(-c4ccccc4)nc3C)nn2)cc1F	11.2%	-7.7%
Cc1ccc(OCCSc2nc3ccc(NC(=O)COc4ccc(C)cc4)cc3s2)cc1	5.9%	-25.6%
CSc1nc(N)c2ncn([C@@H]3O[C@H](COP(=O)(O)OP(=O)(O)O)C(O)[C@H]3O)c2n1 (stereo partly drawn)	4.2%	-0.1%
CCN(CC)S(=O)(=O)c1ccc(C(=O)NCCSc2c(-c3ccc(C)cc3)[nH]c3ccccc23)cc1	6.1%	-1.5%
COc1cccc(NC(=O)CSc2nc(=O)n(Cc3ccncc3)c3c2CCC3)c1	-14.9%	10.0%
CCOc1cccc(NC(=O)CSc2ncc(-c3ccccc3)[nH]2)c1	-6.6%	-2.4%
Cc1cc(NC(=O)CSc2ncc(C(=O)Nc3ccc(C)c(C)c3)c(=O)n2C)no1	2.6%	5.9%

Only part of the results is shown. The share of hits here may be higher or lower than overall.
